# Compound activity deposited in PubChem BioAssay by several laboratories.
# V-ATPase pH – yeast V-ATPase proton transport regulation by pHLuorin. S. cerevisiae, pHLuorin cytosolic pH fluorescence. response, % at 10 µM. hit rate 0.37% among 350,000. AID 504577; in the data active = response mostly above about 7.3%, no sharp cut-off; inactive = mostly below about 5.4%; also: actives read high; inactives centre near 0; some compounds called inactive have numbers as strong as hits; reference of the scale not given here
# Arrestin-AP2 inh – blocks beta-arrestin peptide binding to AP2 adaptin; FITC-arrestin peptide / GST-AP2 beads, flow cytometry; AP2 beta2 appendage carries R879A mutation; inhibition, % at 10 µM; hit rate 0.31% among 340,000;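 active = inhibition above a set limit, near 3 SD of compounds lacking own fluorescence, cut at about 54% in these data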;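 also: plate controls were DMSO wells for no effect and 5 µM unlabelled arrestin peptide for full effect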
#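 Test system: GST-tagged AP2 beta2-adaptin appendage (R879A) on 4 µm glutathione beads; also added: fluorescein-tagged arrestin peptide at 50 nM final; timing: 12 min plus 1 h, RT; signal: flow cytometry, FL1 (488/535 nm); read-out: percent drop in bead-associated FITC signal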
# NSD2 inh – NSD2 (human) methyltransferase inhibition; O96028; NSD2 peptide methylation, AlphaScreen, 120 min; inhibition, % at 12.5 µM; hit rate 0.54% among 310,000; AID 743445; in the data active = inhibition above about 50%
# Keap1-Nrf2 PPI – inhibitors of human Keap1-Nrf2 protein-protein interaction; Keap1 Kelch-Nrf2 peptide fluorescence polarization, 1536-well; Q14145; hit rate 0.15% among 340,000; inhibition, % at 9.4 µM; in the data active = inhibition above about 12%;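 also: human Keap1 Kelch domain with fluorescein labeled Nrf2 9mer peptide probe; 0% = neutral control wells and 100% = peptide positive control; higher means more block of Keap1 binding to Nrf2 peptide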
# CAL PDZ FP-1 – blocks peptide binding to human CAL PDZ domain; Q9HD26; hit rate 0.02% among 330,000; purified CAL PDZ, TMR-peptide fluorescence polarization, 1 h; AID 504414; inhibition, % at 20 µM;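 active = highest replicate inhibition of at least 40%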;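 also: plate controls were DMSO neutral control wells for no effect and unlabeled competitor peptide control wells for full effect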
#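 material = purified tagged CAL PDZ domain construct (CerCALP) | compound dosing = 20 µM, one dose | times = 1 h at RT | measured by = fluorescence polarization from S- and P-plane intensities, G-factor corrected | read-out = inhibition from polarization loss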
# DAGLB inhibitor – diacylglycerol lipase beta (human) inhibition; inhibition, % at 5.17 µM; Q8NCG7; hit rate 0.059% among 340,000; HEK293T DAGLB membrane lysate, EnzChek fluorogenic substrate; in the data active = inhibition above about 34%;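 also: 0% = enzyme with vehicle and 100% = wells lacking enzyme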
# LANA DNA inh – KSHV C-LANA DNA binding inhibition; inhibition, % at 9 µM; AID 504423; MBP-C-LANA/FAM-LBS DNA binding, fluorescence polarization; hit rate 0.078% among 340,000;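 active = highest replicate inhibition at or above 60% at 9 µM, even if other replicates fall short; inactive = all replicates below 60% inhibition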;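 also: 0% = neutral control wells and 100% = 4 µM acridine orange control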
# Cardiac RTF inh – cardiac RTF calcium desensitization; P19429+P45379; IANBD-labeled cardiac RTF, Ca2+ fluorescence; inhibition, % at 7.15 µM; hit rate 0.12% among 340,000; AID 493244;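 active = inhibition above the mean inhibition of all tested compounds plus 3 SD, cut at about 17% in these data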;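 also: assay run at fixed EC70 calcium of 1.6 mM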
# CAL PDZ FP-2 – inhibitors of human CAL PDZ peptide binding; AID 602252; inhibition, % at 24.9 µM; hit rate 0.92% among 300,000; purified CAL PDZ, TMR-peptide fluorescence polarization, 1 h; Q9HD26;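 active = mean inhibition of at least 30% with at least half of replicates also reaching 30%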;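 also: 0% = DMSO neutral control and 100% = excess unlabeled competitor peptide PRC23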
# Pemphigus Ab inh – blocks pemphigus antibody binding to human desmoglein-3. hit rate 0.48% among 310,000. DSG3-coupled beads, scFv-anti-DSG3-GFP binding, flow cytometry; stronger effect = lower value. binding (percent of control), % at 10 µM. P32926;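 active = binding more than 3 SD below its plate's average and above zero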; also: some compounds called inactive have numbers as strong as hits
# Target sequence (P32926 whole entry, looked up): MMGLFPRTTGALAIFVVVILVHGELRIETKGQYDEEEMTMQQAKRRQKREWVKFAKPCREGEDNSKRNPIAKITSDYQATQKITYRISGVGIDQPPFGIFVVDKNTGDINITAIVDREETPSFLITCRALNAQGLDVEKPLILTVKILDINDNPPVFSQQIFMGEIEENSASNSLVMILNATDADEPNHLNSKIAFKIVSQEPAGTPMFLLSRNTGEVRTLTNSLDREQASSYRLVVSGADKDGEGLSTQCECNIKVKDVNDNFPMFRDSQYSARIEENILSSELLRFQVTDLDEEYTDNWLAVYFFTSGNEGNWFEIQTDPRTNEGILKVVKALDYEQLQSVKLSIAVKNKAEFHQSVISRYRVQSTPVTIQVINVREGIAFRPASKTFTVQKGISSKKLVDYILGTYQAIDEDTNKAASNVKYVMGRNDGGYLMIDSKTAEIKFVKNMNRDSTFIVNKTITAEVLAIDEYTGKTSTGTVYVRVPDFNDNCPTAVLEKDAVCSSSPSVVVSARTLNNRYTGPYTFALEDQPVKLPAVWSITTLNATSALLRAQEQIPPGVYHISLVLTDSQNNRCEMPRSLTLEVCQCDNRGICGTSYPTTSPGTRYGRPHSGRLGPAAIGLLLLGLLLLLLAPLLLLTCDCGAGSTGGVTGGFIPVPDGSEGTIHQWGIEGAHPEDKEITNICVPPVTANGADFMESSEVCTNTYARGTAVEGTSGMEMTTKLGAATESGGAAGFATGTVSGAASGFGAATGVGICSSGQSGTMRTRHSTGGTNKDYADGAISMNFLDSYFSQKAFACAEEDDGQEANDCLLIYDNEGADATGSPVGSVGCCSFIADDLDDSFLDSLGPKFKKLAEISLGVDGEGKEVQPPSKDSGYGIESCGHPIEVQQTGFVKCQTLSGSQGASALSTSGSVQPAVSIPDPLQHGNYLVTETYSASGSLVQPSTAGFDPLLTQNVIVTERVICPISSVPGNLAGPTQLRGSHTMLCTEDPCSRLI
# * hit, by the source's call; nt = no result given. A portion of the library, so the mix of outcomes need not match the whole.
SMILES,V-ATPase pH,Arrestin-AP2 inh,NSD2 inh,Keap1-Nrf2 PPI,CAL PDZ FP-1,DAGLB inhibitor,LANA DNA inh,Cardiac RTF inh,CAL PDZ FP-2,Pemphigus Ab inh
CC(=O)N1N=C2C3CCN(CC3)C2C1c1ccc(C)cc1 (stereo not drawn),5,9,nt,-2,0.1,0,-0.9,-2,nt,87
O=C(C(=O)N1CCOCC1)c1cn(Cc2ccccc2Cl)c2ccccc12,0,24,-5,-1,-0.4,2,0.2,-13,-4,104
COc1cccc(C(=O)N2C[C@H]3C[C@@H](C2)c2cccc(=O)n2C3)c1,2,2,nt,-8,-0.1,0,-2.5,-4,-5,103
O=Cc1c(C(=O)O)n(Cc2ccccc2Cl)c2ccccc12,0,4,-1,-5,-1.8,3,-1.1,-3,-2,89
Cc1sc2ncn(CC(=O)NCC(=O)N3CCC4(CC3)OCCO4)c(=O)c2c1C,2,1,nt,0,-0.1,0,0.3,4,0,133
Cc1ccc(S(=O)(=O)Oc2ccccc2C=C2C(=O)N(C)C(=O)N(C)C2=O)cc1,-2,19,3,0,-1.7,1,-1.5,0,-5,92
CC(Cc1ccccc1)NCC(=O)Nc1cc(N(C)C)nc2ccccc12 (stereo not drawn),-4,7,-1,0,0.4,nt,0.0,nt,nt,98
COc1cc(N2CCOCC2)ccc1C=C1C(=O)NC(=O)NC1=O,nt,1,2,-3,-2.3,-1,0.4,-4,-2,135
COC(=O)C1=C(c2ccc3ccccc3c2)C[C@@H]2CC[C@H]1N2C(=O)N1CCCCC1,-4,18,nt,1,0.1,-5,-0.3,-11,-4,107
c1ccc2c(CN3CCN(C4CCCCC4)CC3)c[nH]c2c1,-4,20,8,4,-0.2,-1,-1.4,-4,-2,109
Nc1c([N+](=O)[O-])cc(F)c(N2CCNCC2)c1Br,2,7,2,0,-2.6,0,-0.6,-1,-2,98
Cc1cc(OCC(=O)NCc2cccnc2)c2c3c(c(=O)oc2c1)CCCC3,3,3,0,-2,-1.6,4,-0.3,-6,-8,nt
O=C(CN1CC=C(c2ccccc2)CC1)NC(=O)NCc1ccco1,1,0,6,-4,-2.4,-3,-0.1,-3,0,111
Cc1ccccc1-n1c(O)c(/C=N/NC(=O)c2ccncc2)c(=O)[nH]c1=O,-3,10,-2,-6,0.7,2,-1.0,-6,0,nt
Cc1nc2cc(C(F)(F)F)ccc2n1C1CCN(Cc2nnnn2Cc2ccc3c(c2)OCO3)CC1,2,6,6,-4,-1.0,-2,0.2,10,nt,nt
Fc1ccc(NC2=NCCS2)cc1Cl,2,-14,0,-2,-0.4,1,-0.2,-6,nt,nt
COC(=O)C1=C(c2ccc(OCc3ccccc3)cc2)C[C@@H]2CC[C@H]1N2C(=O)NCCCc1ccccc1,12,27,nt,-4,0.6,-7,2.2,-2,0,94
CCOP(=O)(OCC)C(NC(=O)c1ccc(C)cc1)=C(Cl)Cl,-3,6,-5,3,-1.1,2,-1.1,3,-4,105
CN1CCc2nc(SCC(=O)OC(C)(C)C)c(C#N)cc2C1,-1,9,-5,-1,-0.2,-1,1.8,-4,nt,110
N#CCCn1cc(C(=O)NCc2ccccc2)c(-c2ccccc2)n1,6,17,3,3,0.0,2,0.0,-11,2,112
CCOP(=O)(OCC)C(NC(=O)CN1C(=O)c2ccccc2S1(=O)=O)C(Cl)(Cl)Cl (stereo not drawn),2,28,-2,-4,-0.2,-2,0.4,-10,1,80
CCC1(C)CC(CCNCc2ccc(N(C)C)cc2)(c2ccc(F)cc2)CCO1 (stereo not drawn),0,-3,nt,-8,-1.0,-6,-1.4,-7,-2,102
O=S1c2ccccc2-c2ccccc21,-2,nt,0,nt,nt,0,nt,nt,nt,105
O=[N+]([O-])[N-][n+]1cnn(Cc2ccc(Cl)cc2)c1,0,5,-8,-2,-0.5,0,0.7,6,nt,108
C#C[C@]1(O)CCC2C3C(CC[C@@]21C)[C@@]1(C)CC[C@@H](O)CC1=C[C@H]3O (stereo partly drawn),4,13,1,0,0.7,0,1.2,-8,2,114
CCC(C)n1c(C)cc(C(N)=O)c1C (stereo not drawn),-1,16,0,-2,-1.2,-2,-3.0,-9,-1,117
CC1C2Cn3c(nc4ccccc43)C1N(C)O2 (stereo not drawn),2,0,nt,5,-1.1,-1,-1.0,0,-2,104
COc1ccc(OC)c(CN2CCN(C(=O)Cc3ccccc3)CC2)c1,-1,8,1,0,-0.2,-1,0.1,1,-1,103
N#CCC(=O)NN1Cc2ccccc2C1=N,0,-3,1,-3,-2.6,-1,-0.8,-1,-2,102
Cc1cc(/C=C2/C(=O)NC(=O)N(Cc3ccco3)C2=O)c(C)n1-c1ccccc1,0,1,10,-4,-0.7,4,-1.9,-7,0,97
Cc1onc(-c2c(Cl)cccc2Cl)c1C(=O)Nc1ccc2c(C(F)(F)F)cc(=O)oc2c1,-2,-3,0,-1,0.3,-1,0.4,2,-7,107
O=c1[nH]c(=O)n(CCC2=CCCCC2)c(O)c1C=NC1CCN(Cc2ccccc2)CC1,-1,-10,4,-1,-0.4,2,2.1,1,7,119
Clc1ccc(C2NCCc3[nH]cnc32)cc1 (stereo not drawn),-2,-2,2,-2,-1.2,1,0.9,-23,-4,97
CCC(=O)O[C@H]1CC[C@H]2[C@@H]3CCC4=CC(=O)CC[C@]4(C)[C@H]3CC[C@]12C,-1,8,nt,1,-0.9,-17,2.3,-7,4,103
O=c1c2ccccc2nc(/C=C/c2ccco2)n1-c1ccccc1O,3,25,3,-10,-1.2,1,0.1,-3,-5,93
CN1C(=O)NC(=O)[C@]2(Cc3ccccc3N3CCN(c4ccccc4)CC32)C1=O (stereo partly drawn),-4,34,5,-1,-2.4,3,0.0,-3,nt,100
CN1C(=O)C(=Cc2ccccc2OCc2ccccc2Cl)C(=O)N(C)C1=O,3,-1,3,-1,-1.9,-5,-1.2,2,-2,82
O=C1NC(=S)NC(=O)C1=Cc1ccc(OCc2ccccc2)cc1,-2,-7,1,-1,0.8,-4,1.1,1,-5,97
COc1cccc(OP(=O)(Nc2ccccc2)Oc2cccc(OC)c2)c1,-4,36,0,-4,-1.7,-2,-2.0,5,nt,97
O[C@@H]1CCCN2CCc3c([nH]c4ccccc34)[C@H]12,0,-5,nt,1,0.4,0,0.7,-8,3,96
CCOP(=O)(OCC)C(O)c1ccc(Br)cc1 (stereo not drawn),-2,-4,-1,0,0.0,3,0.9,-4,-4,93
COC(=O)C1=C(c2ccc(OC)c(OC)c2)C[C@@H]2CC[C@H]1N2C(=O)NCCOc1ccccc1Cl,-2,-9,nt,1,-0.2,1,-0.6,-10,-1,94
CC12CCC3C(CC=C4CC(O)CCC43C)C1CC(=CN1CCOCC1)C2=O (stereo not drawn),2,12,2,3,-1.6,3,-1.4,-1,-1,nt
CCNc1nc(NC(C)(C)C)nc(SC)n1,-1,2,nt,6,0.2,0,3.5,8,-8,106
COC(=O)C1=C(c2ccccc2)C[C@@H]2CC[C@H]1N2C(=O)N1CCOCC1,1,1,nt,5,0.7,1,0.1,-8,1,100
CCC12CN3CCN(CC(C3)C1O)C2 (stereo not drawn),0,-2,0,-1,0.1,-1,-1.0,-5,-1,nt
CC(c1ccccc1)(c1ccccc1)c1ccncc1,0,-8,-2,1,-2.2,3,-0.2,8,1,104
CCC1(C(=O)c2ccc(C)cc2)C2c3ccccc3OC(=O)C21C(=O)O (stereo not drawn),7,10,-2,-4,-2.8,6,1.8,3,-2,106
CCOc1ccc(NC(=O)c2c(O)[nH]c(=O)[nH]c2=O)cc1,-1,5,nt,-8,-1.0,2,0.1,-1,3,103
O=C1N(c2ccccc2)C(c2cccnc2)N2CCCN12 (stereo not drawn),0,-13,-4,-6,-2.1,1,-2.8,-6,-1,102
CN(C)CC#CCn1c2ccccc2c2ccccc21,1,5,8,nt,nt,nt,nt,nt,nt,110
CCOC(=O)c1c(C=O)c2ccccc2n1Cc1ccccc1F,4,6,-1,-6,-1.8,-10,0.0,-14,0,98
N#CC1(c2ccccc2)CCN(C2CC(=O)N(c3ccc(F)cc3)C2=O)CC1 (stereo not drawn),2,-4,0,-1,-0.3,-2,0.9,12,5,102
C=CCn1c(O)c(C=NCCN2CCNCC2)c(=O)[nH]c1=O,0,-6,-1,-2,nt,0,1.6,-13,8,nt
O=C1/C(=C\c2ccc([N+](=O)[O-])cc2)N2CCC1CC2,4,3,3,-8,-2.2,0,-2.1,-1,-1,101
COC(=O)CC1(CC(=O)OC)C(=O)NC(=O)NC1=O,-1,11,0,-3,-3.5,-3,1.4,0,-4,101
Cc1cc(C(=O)CS(=O)(=O)c2ccccc2)cc(C)c1OC(=O)N(C)C,-4,-5,-7,-2,-1.5,-1,-1.8,-7,-5,104
COCCNC(=O)c1c(NC(=O)c2ccc(Br)o2)n(Cc2ccccc2)c2nc3ccccc3nc12,-5,11,6,-4,-1.0,1,-1.5,-4,2,79
CCCCN1C(=O)NC(=O)C2(Cc3c(nc4c(C)cccn4c3=O)N3CCc4ccccc4C32)C1=O (stereo not drawn),-2,-3,nt,-5,-1.6,8,-0.9,-14,-4,104
CNC(=O)c1cccn(Cc2cc(C(F)(F)F)cc(C(F)(F)F)c2)c1=O,-1,13,-10,-4,-0.4,-1,0.0,-8,7,105
# Going on with the list.
SMILES,V-ATPase pH,Arrestin-AP2 inh,NSD2 inh,Keap1-Nrf2 PPI,CAL PDZ FP-1,DAGLB inhibitor,LANA DNA inh,Cardiac RTF inh,CAL PDZ FP-2,Pemphigus Ab inh
CN1CCc2nc(SCc3ccccc3Br)c(C#N)cc2C1,0,-3,3,-2,-1.5,1,-0.6,-2,nt,96
Cc1ccc(OCC(=O)N2CCCC(N3CCN(c4ccc(F)cc4)CC3)C2)cc1 (stereo not drawn),0,23,36,2,0.0,2,-0.2,-1,-2,95
Cc1ccc(-n2c(O)c(C=NC3CCCCC3N)c(=O)[nH]c2=O)cc1C (stereo not drawn),2,13,0,-6,-1.6,3,-1.0,-11,-2,97
O=C1CC(c2cccnc2)=NN1c1ccccc1,-1,-10,3,-1,1.0,8,1.9,0,-2,101
COc1ccc(-c2nc3ccc(C(=O)N4CCC5(CC4)OCCO5)cc3nc2-c2ccc(OC)cc2)cc1,-4,15,-21,-9,-2.6,-2,0.9,-1,-2,99
CCC1=Nc2cc(C(=O)N3CCC4(CC3)OCCO4)ccc2Sc2ccc(Br)cc21,0,-15,9,-1,-1.8,-1,-1.6,0,0,115
O=C1C2CCN(CC2)C1(CO)CO,-1,nt,-6,nt,nt,1,nt,nt,nt,108

# Profiles, looked up by structure. Order of screens: V-ATPase pH, Arrestin-AP2 inh, NSD2 inh, Keap1-Nrf2 PPI, CAL PDZ FP-1, DAGLB inhibitor, LANA DNA inh, Cardiac RTF inh, CAL PDZ FP-2, Pemphigus Ab inh
# O=C1CC(c2cccnc2)=NN1c1ccccc1 is entered as -1, -10, 3, -1, 1.0, 8, 1.9, 0, -2, 101
# COc1ccc(-c2nc3ccc(C(=O)N4CCC5(CC4)OCCO5)cc3nc2-c2ccc(OC)cc2)cc1 is entered as -4, 15, -21, -9, -2.6, -2, 0.9, -1, -2, 99
